High-throughput results deposited in PubChem by National Center for Advancing Translational Sciences (NCATS).
Rhodamine fluor – compound autofluorescence in rhodamine spectral region. Rhodamine-region fluorescence, 547/598 nm, Tris buffer; stronger effect = higher value. max dye-equivalent concentration, M. 59,000 compounds, 0.05% hits; in the data active = max dye-equivalent concentration above about 11 nM; inconclusive = between about 1.1 nM and that limit
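A six-point rhodamine series on each plate calibrates the signal. Compounds sit in 100 mM Tris (pH 8.0) for 15 min at ambient temperature before imaging through 547 nm/598 nm filters.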
HBB splicing – alters splicing of the hemoglobin beta chain | HBB splicing reporter cell assay, activation; EGFP reporter with mutant IVS2-654 intron; response scale: normalised to 500 nM splice-correcting PNA | Potency, µM (titrated, usually from 46.1 µM), inactives show top-dose activation, hits mostly activators | 65,000 compounds, 0.06% hits | AID 925; also: potency is read from the fitted curve at half-maximal effect; 0% is about no effect
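Compounds were applied for 2 days to HeLa EGFP-654 cells, 500/well in Optimem with 2% FCS. The reporter's EGFP is disrupted by mis-splicing of beta-globin intron IVS2-654. Readout: summed well GFP fluorescence from 488 nm laser scanning; reference was 500 nM antisense […] 654 PNA.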
ALOX15 inhib – 15-hLO (ALOX15) enzyme inhibition; P16050; purified 15hLO-1, xylenol orange hydroperoxide absorbance; Potency, µM (top dose mostly 57.1 µM), for the others: top-dose activity change, negative = inhibition, usual class: inhibitors; 74,000 compounds, 1.4% hits; AID 887; also: potency is read from the fitted curve at half-maximal effect; % is scaled to controls: 0 for no effect and ±100 for the full control effect; nearly all actives have a fitted effect of over 55% in size
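40 nM 15hLO-1 + cpd, 15 min RT; start w/ 50 uM AA (final), 6 min RT; stop/detect w/ 200 uM XO + 300 uM Fe(II) in 50 mM H2SO4, 30 min; A573/A405. Buffer 25 mM Hepes pH 7.5, 0.01% Triton X-100. No-enzyme wells as negative control.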
FLuc inh – blocks Photinus pyralis firefly luciferase activity | P08659 | purified firefly luciferase, luminescence, 8 min | Potency, µM (doses to about 57.1 µM), without a hit: top-dose activity change, negative = inhibition, usual class: inhibitors | 72,000 compounds, 2.2% hits | AID 411; also: potency is read from the fitted curve at half-maximal effect; % is scaled to controls: 0 for no effect and ±100 for the full control effect; nearly all actives have a fitted effect of over 40% in size
Target sequence (P08659 whole entry, looked up): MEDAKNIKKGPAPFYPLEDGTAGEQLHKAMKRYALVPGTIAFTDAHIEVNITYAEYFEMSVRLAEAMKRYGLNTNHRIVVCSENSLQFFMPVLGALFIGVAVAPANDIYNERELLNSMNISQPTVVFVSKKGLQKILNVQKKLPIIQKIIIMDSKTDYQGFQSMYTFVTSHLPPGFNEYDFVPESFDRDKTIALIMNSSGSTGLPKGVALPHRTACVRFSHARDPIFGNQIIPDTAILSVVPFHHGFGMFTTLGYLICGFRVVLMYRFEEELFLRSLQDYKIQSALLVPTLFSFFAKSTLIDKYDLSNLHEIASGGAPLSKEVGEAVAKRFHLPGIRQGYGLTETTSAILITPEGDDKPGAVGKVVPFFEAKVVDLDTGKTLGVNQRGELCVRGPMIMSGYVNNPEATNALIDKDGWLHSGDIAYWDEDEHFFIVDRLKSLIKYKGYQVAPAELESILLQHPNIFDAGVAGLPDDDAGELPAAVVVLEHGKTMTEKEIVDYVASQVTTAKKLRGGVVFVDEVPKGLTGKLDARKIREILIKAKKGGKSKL
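Titration-based qHTS; buffer 50 mM imidazole pH 7.2, 50 mM KCl, 7 mM MgCl2, 10 uM ATP, 0.01% Tween 20, 0.05% BSA; luciferase/luciferin detector mix added after compound; 8 min, ambient; luminescence.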
Tau fil binding – tau filament binding | AID 596 | recombinant tau filaments, thioflavin S fluorescence, 15 h; filaments grown with octadecylsulfate alongside compound | P10636 | 71,000 compounds, 2% hits | Potency, µM (top dose mostly 57.1 µM), for inactives: at the highest dose activity change, negative = inhibition;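 also: potency is read from the fitted curve at half-maximal effect; % is scaled to controls: 0 for no effect and ±100 for the full control effect; actives lower thioflavin S fluorescence by blocking filaments or displacing dye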
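Recombinant tau protein (human, 1 uM final) plus 30 uM ODS in HEPES pH 7.4 with NaCl, DTT and thioflavine S. Compound present from the start; fluorescence at 510 nm after 15 h, 37 C.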
CRE Fsk mod – modulators of forskolin-stimulated CRE signaling in CHO cells. CHO CRE-bla reporter (cAMP response element driving beta-lactamase), forskolin EC10, beta-lactamase ratio. Potency, µM (titrated, usually from 38.2 µM), for the others: at the top dose activity change, negative = inhibition, most hits filed as activators. 71,000 compounds, 2.5% hits. AID 662; active = well fitted activation curve with a large enough effect in the signal ratio, with a control signal flat, not every such curve was filed as active; inconclusive = small, poorly fitted or top-dose-only effect, or effect the other way, or a change in a side signal; the % refers to the signal ratio; also: potency is read from the fitted curve at half-maximal effect; % of control where 0% means no effect
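Titrated compounds plus EC10 NKH 477 on CHO CRE-bla cells, 3 h, 37 °C. CCF4, 2 h RT. Ratio 460/530 nm → AC50.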
Texas Red fluor – Texas Red region autofluorescence. Compound fluorescence, Texas Red channel, 547/618 nm; stronger effect = higher value. max dye-equivalent concentration, M. 59,000 compounds, 0.06% hits. AID 587; in the data active = max dye-equivalent concentration above about 10 nM; inconclusive = between about 1.1 nM and that limit
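Spectral interference profiling: each compound concentration's relative fluorescence, read with a 547 nm excitation and 618 nm emission filter pair, was normalized to a per-plate Texas Red standard curve.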
HADH2 inh – blocks human hydroxyacyl-CoA dehydrogenase type II; Potency, µM (doses to about 57.1 µM), without a hit: top-dose activity change, negative = inhibition, most hits filed as inhibitors; recombinant HADH2, NADH fluorescence, beta-hydroxybutyryl-CoA; AID 886; Q99714; 73,000 compounds, 3.4% hits; also: potency is read from the fitted curve at half-maximal effect; % is scaled to controls: 0 for no effect and ±100 for the full control effect; nearly all actives have a fitted effect of over 60% in size; many of its hits are not listed in these tables
Target sequence (Q99714 whole entry, looked up, one chain of several): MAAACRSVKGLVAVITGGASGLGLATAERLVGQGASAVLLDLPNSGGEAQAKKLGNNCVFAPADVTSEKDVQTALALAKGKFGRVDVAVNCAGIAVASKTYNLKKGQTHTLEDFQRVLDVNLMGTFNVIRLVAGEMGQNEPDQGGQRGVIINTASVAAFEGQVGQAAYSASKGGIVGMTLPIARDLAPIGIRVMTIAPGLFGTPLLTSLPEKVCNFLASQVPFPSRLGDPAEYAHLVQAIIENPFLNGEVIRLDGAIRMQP
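E. coli-expressed His-tagged HADH2 tested at 20 nM in alkaline Tris buffer (pH 9.0); oxidation of 90 uM beta-hydroxybutyryl-CoA with 1 mM NAD+ tracked fluorimetrically for 4 min.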
Hsp90 Hop PPI – changes Hsp90-Hop TPR2A binding signal, up or down. AlphaScreen TPR2A-His6 binding biotin-Hsp90 C-terminal peptide. Potency, µM (doses to about 57 µM), for the others: at the top dose activity change, negative = inhibition. 71,000 compounds, 0.44% hits. AID 595; active = well fitted curve in either direction with a large enough effect; inconclusive = small, poorly fitted or top-dose-only effect, or another doubt; also: potency is read from the fitted curve at half-maximal effect; % is scaled to controls: 0 for no effect and ±100 for the full control effect; many of its hits are not listed in these tables
ERK AVP block – inhibitors of vasopressin-stimulated ERK signaling pathway | AID 995 | HEK293-V1b, vasopressin-stimulated pERK AlphaScreen | 72,000 compounds, 0.99% hits | Potency, µM (top dose mostly 57.5 µM), without a hit: at the highest dose activity, negative = inhibition, hits mostly inhibitors; also: potency is read from the fitted curve at half-maximal effect; % is scaled to controls: 0 for no effect and ±100 for the full control effect; nearly all actives have a fitted effect of over 55% in size
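Overnight-seeded V1b-HEK293 cells in 1% FBS got compound, then vasopressin (25 nM final, 5 min, 37C), then lysis buffer. AlphaScreen detection of phospho-ERK; activity normalized to basal and full-stimulation controls.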
Pol III holo inh – inhibitors of bacterial DNA polymerase III holoenzyme. reconstituted DNA polymerase III holoenzyme replication, biochemical. Potency, µM (titrated, usually from 57.1 µM), inactives show at the highest dose activity change, negative = inhibition. 71,000 compounds, 0.25% hits; also: potency is read from the fitted curve at half-maximal effect; % is scaled to controls: 0 for no effect and ±100 for the full control effect
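Reconstituted *E. coli* holoenzyme (0.35 nM Pol III, 1 nM beta, 154 nM SSB, 2 nM primase) was preincubated with compound for 15 min at RT. Synthesis on 1.4 nM ssM13Gori ran 35 min, then was stopped with PicoGreen/EDTA and read as dsDNA fluorescence.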
The depositor's hits bear a star; i = inactive; u = inconclusive; x = no result given; [ ] = dose if it differs, or a comment. Unless noted, calls follow the shape of the dose curve; as a rule, active = well fitted curve in the direction sought with a large enough effect; inconclusive = small, poorly fitted or top-dose-only effect, or another doubt; inactive = no such curve, though single readings can be large; an effect the other way counts as inactive or inconclusive.

SMILES | Rhodamine fluor | HBB splicing | ALOX15 inhib | FLuc inh | Tau fil binding | CRE Fsk mod | Texas Red fluor | HADH2 inh | Hsp90 Hop PPI | ERK AVP block | Pol III holo inh
NC(=O)C1(N2CCCCC2)CCN(CC(=O)Nc2ccc(Oc3ccccc3)cc2)CC1 | i | -0.7% | -1.3% | 0.1% | -22.4% | -1.9% | i | 20.8% | -2.8% | -6.1% | -2.1%
Cc1ccc(Nc2cc(C)nc3nnnn23)cc1 | i | -1.4% | -13.4% | -2.5% | -6.0% | u | i | 3.9% | -10.9% | -17.1% | -3.8%
COc1ccc(CCNC(=O)c2c(O)c3c([nH]c2=O)CCCC3)cc1OC | i | -0.2% | u | -28.8% | -6.7% | 5.4% | u | -9.5% | -0.2% | -10.2% | -1.6%
CCCC(=O)Nc1ccc(Cl)c(NC(=O)CC)c1 | i | -0.7% | 2.0% | -35.6% | 1.5% | -0.7% | i | -1.2% | -3.1% | 10.7% | -0.3%
CC(=O)NC1CC2CCCC(C1)N2S(=O)(=O)c1cccc(F)c1 (stereo not given) | i | x | 1.7% | 2.4% | 11.2% | 4.9% | u | -4.6% | 0.3% | -1.5% | -4.4%
O=C(NCc1ccco1)c1cc2ccccc2o1 | x | 0.6% | 20µM* | -3.3% | 8.0% | -4.5% | x | -19.7% | -14.7% | -1.4% | -7.0%
CC(=O)c1cnc2nc(C(F)(F)F)nn2c1C | i | 0.4% | 5.1% | 0.9% | 7.4% | -6.0% | i | 0.4% | -2.0% | -8.6% | -5.1%
COCCNC(=O)CN1C(=O)CSc2ncccc21 | x | 0.0% | 3.5% | 2.7% | 8.7% | -5.5% | x | -3.8% | -0.9% | -16.7% | -6.1%
Cc1ccc(C)c(N=C2NC(=O)CS2)c1 | i | 0.0%[57.5 µM] | -4.1% | -2.1% | 3.5% | -3.1% | i | 2.6% | -1.6% | 3.7% | -3.5%
Cc1onc(-c2ccccc2)c1C(=O)Oc1cccnc1 | i | 1.6% | 7.5% | -2.1% | 7.1% | u | i | -9.8% | -4.5% | -23.3% | -1.7%
O=C1Nc2ccccc2C(O)(C(=O)N2CCCCC2)N1c1ccccc1 (stereo not given) | x | -0.2% | 9.2% | -1.0% | 29.1% | -7.1% | x | 0.4% | -4.5% | -26.8% | -10.3%
O=C1C=C(NCc2ccccc2)C2(CCCCC2)O1 | x | -4.2%[0.0738 µM] | 2.6%[11.4 µM] | -0.3% | 2.6%[11.4 µM] | 10.9%[7.6 µM] | x | 2.6%[11.4 µM] | -2.4%[11 µM] | -11.3% | -1.4%[11.4 µM]
Cc1cc(C)n2nc(C(=O)NCc3ccco3)nc2n1 | i | 0.2% | 5.3% | -0.5% | -2.0% | 1.2% | u | -6.3% | -2.0% | -13.2% | -6.2%
O=C(NCC1CCCO1)C1CCCN(S(=O)(=O)c2cccc3nsnc23)C1 (stereo not given) | i | -1.8% | -20.9% | 3.7% | 0.2% | u | i | u | 0.1% | 35.0%[activator] | 4.5%
CC(C)(C)c1cc(CCC(=O)N2CCNCC2)c(C(C)(C)C)cc1O | i | -0.6% | -2.9% | -1.0% | -5.7% | u | i | 21.5% | -2.8% | 17.4% | -4.6%
COC(=O)c1ccc(CSc2ccc3nnc(-c4ccc(OC)c(OC)c4)n3n2)o1 | i | -0.4% | -9.3% | -10.1% | -3.9% | 1.58µM* | u | -6.6% | -2.6% | 3.6% | -7.4%
COc1cc(/C=c2\sc3nc(-c4ccncc4)nn3c2=O)ccc1OC(C)=O | i | -0.6% | 8.5% | 3.16µM* | u | -3.9% | i | -10.3% | u | 9.9% | -3.3%
CC(Sc1nnc(C2CCCCC2)n1N)C(=O)NCc1ccc2c(c1)OCO2 (stereo not given) | i | 0.2% | -1.1% | 1.1% | -7.4% | -1.7% | i | -0.3% | -3.7% | 17.6% | -0.5%
COc1cc(NS(=O)(=O)c2cccc3nsnc23)c(C(=O)O)cc1OC | i | x | 0.4% | 4.4% | -3.5% | -0.3% | i | -4.0% | 1.8% | -4.9% | 0.6%
C#CCCCO/N=C1/C[C@@H](O)[C@@H](O)[C@@H]2[C@@H]3C(=O)N(CCC(=O)OCC)C(=O)[C@H]3CC[C@H]12 | x | 2.6%[9.22 µM] | -5.5%[11.4 µM] | 1.6%[11.4 µM] | x | x | x | 3.3%[11.4 µM] | x | 15.8%[11.5 µM] | x
CC(C)C[C@@H](CC(=O)N[C@@H](CCCN)CC(=O)N[C@@H]1CCNC[C@H]1C(=O)N[C@H](CC(=O)N[C@@H](CCC(=O)O)CC(=O)O)Cc1ccccc1)NC(=O)[C@@H]1CNCC[C@H]1N | x | -0.4% | x | x | -6.1% | -16.5% | x | -4.7% | -13.9% | x | -6.2%
COc1ccc(-n2c(=O)c(-c3ccc(F)cc3)nc3cnc(OC)nc32)cc1 | i | 4.1% | 4.5% | 1.4%[11.4 µM] | 5.5% | u | i | -1.6% | -2.4% | -12.2% | -0.1%
CC(=O)N(Cc1ccco1)C1(C(=O)NC2CCCCC2)CCCCC1 | i | -3.7% | 0.2% | 0.3% | 5.4% | -1.5% | i | 6.8% | 0.2% | 32.7%[activator] | -3.8%
O=c1cnc2cnc(Nc3ccccc3)nc2n1Cc1cccs1 | i | 4.8% | -9.0% | 1.0%[11.4 µM] | -14.7% | u | u | 6.7% | -4.2% | u | -4.5%
Cc1cc(C)n(C(=O)c2ccncc2)n1 | i | x | 9.3% | 5.1% | -0.8% | 4.4% | i | 3.0% | 1.5% | 19.4% | -4.5%
N#Cc1c(NCCCO)nc(NCc2ccccc2)c2c1CCN(Cc1ccccc1)C2 | i | -3.2%[0.369 µM] | 5.01µM* | -3.1% | 177.0% | -23.0% | u | 0.6% | -21.4% | -11.8% | -4.0%
Cc1c(NC(=O)c2cc(-c3cccs3)on2)c(=O)n(-c2ccccc2)n1C | i | 0.5% | 4.5% | -2.2% | -0.8% | -18.0% | i | -8.1% | 2.8% | 11.0% | -8.2%
C[C@@H](C(=O)Nc1ccc2ccccc2c1)[C@H]1C[C@]1(C)[C@H](NC(=O)c1cnccn1)c1ccccc1 | x | -2.8% | x | x | -4.2% | -9.3% | x | 8.4% | -11.0% | -0.7% | -0.3%
CCn1c2ccccc2c2nc3ccccc3nc21 | x | -0.8% | -29.6% | -6.8% | -13.3% | 2µM* | x | 4.1% | u | -7.7% | -11.6%
Cn1ncc(N)c1C(=O)Nc1cccc(C(F)(F)F)c1 | i | x | 4.3% | 0.4% | 1.4% | 8.4% | i | 17.0% | -4.4% | -6.7% | -3.8%
O=C1Nc2ccccc2OC1CC(=O)N1CCCC1 (stereo not given) | x | -0.1% | 5.3% | -0.5% | 0.0% | 2.0% | x | -7.6% | -3.8%[2.3 µM] | -14.7% | -0.3%
COC(=O)CSc1nnc(-c2ccoc2C)n1-c1ccc(OC)cc1 | i | 0.0%[57.5 µM] | 10.9% | -0.5% | 28.3% | 0.9% | u | 2.3% | -3.5% | 2.1% | -4.5%
CCCC(=O)c1cc2ccccc2oc1=O | i | 0.3% | 1.6% | -0.4% | -5.7% | u | i | -21.1% | -0.6% | 14.3% | 2.5%
CCCCc1ccc(NS(=O)(=O)N(C)C)cc1 | x | -1.2%[0.0738 µM] | -13.0%[11.4 µM] | -0.4% | 1.2%[11.4 µM] | u | x | 5.5%[11.4 µM] | -3.8%[11 µM] | 1.1% | -2.0%[11.4 µM]
O=C1CN(C(=O)COC(=O)c2ccccc2NC(=O)c2ccco2)c2ccccc2N1 | i | 0.0%[57.5 µM] | -3.6% | -3.1% | 8.8% | u | i | -2.5% | -5.8% | 6.8% | -7.5%

Not all compounds are listed; count on the stated rates, not on these rows.
